# RBX1-CUL1 inh: blocks human RBX1-Cullin-1 di-ubiquitin formation; P62877+Q13616; in vitro K48 di-Ub FRET, acceptor:donor ratio, 45 min; inhibition, % at 10 µM; 140,000 compounds, 0.6% hits; in the data active = inhibition above about 25%
# Target sequence (P62877 whole entry, looked up): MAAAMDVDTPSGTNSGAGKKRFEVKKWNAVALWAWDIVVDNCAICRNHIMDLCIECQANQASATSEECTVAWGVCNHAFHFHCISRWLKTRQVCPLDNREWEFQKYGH
# Target sequence (Q13616 whole entry, looked up): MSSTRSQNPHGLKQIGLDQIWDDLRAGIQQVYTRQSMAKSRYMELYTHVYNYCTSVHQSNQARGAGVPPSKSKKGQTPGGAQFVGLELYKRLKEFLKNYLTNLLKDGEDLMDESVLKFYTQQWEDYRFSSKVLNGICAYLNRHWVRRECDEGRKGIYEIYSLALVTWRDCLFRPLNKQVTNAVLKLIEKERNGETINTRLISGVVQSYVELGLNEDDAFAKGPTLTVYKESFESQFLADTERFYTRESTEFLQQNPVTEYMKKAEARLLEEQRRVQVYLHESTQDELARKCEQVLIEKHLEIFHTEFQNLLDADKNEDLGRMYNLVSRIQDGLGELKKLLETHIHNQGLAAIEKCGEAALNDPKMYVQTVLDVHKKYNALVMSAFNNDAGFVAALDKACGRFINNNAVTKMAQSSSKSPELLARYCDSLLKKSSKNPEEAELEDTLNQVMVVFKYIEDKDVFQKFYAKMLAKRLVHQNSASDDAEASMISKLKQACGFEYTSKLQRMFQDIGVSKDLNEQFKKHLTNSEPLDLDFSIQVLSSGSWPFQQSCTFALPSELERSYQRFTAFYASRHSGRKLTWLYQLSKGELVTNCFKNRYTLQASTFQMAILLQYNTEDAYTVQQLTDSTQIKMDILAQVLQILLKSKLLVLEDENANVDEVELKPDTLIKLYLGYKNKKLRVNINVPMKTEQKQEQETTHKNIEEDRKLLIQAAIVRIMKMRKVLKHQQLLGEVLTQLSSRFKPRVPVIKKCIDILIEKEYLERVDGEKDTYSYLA
# * hit, by the source's call; & = joins results of further samples.
SMILES,RBX1-CUL1 inh
COCC1CCCN(C(=O)C2(N3CCCCC3)Cc3ccccc3C2)C1 (stereo not given),1
CCN(CC)CCn1c2ccccc2c2nc3ccc([N+](=O)[O-])cc3cc21,3
CNC(=O)c1ccc(C2CCCN2C(=O)CCc2cnn(C)c2)s1 (stereo not given),10
O=C(NC1(C(=O)NC2CCCC2)CCCCC1)c1ccccc1,-5
O=C(CN1C(=O)c2cccc3cccc1c23)Nc1cccc(F)c1,0
O=C(NCc1ccccc1)C1CCN(S(=O)(=O)c2ccc3c(c2)CCCN3C(=O)C2CCC2)CC1,-5
CC(C)(C)c1ccc(COC(=O)Nc2ccc(Cl)c(Cl)c2)cc1,-1
OC1(Cc2ccccc2)c2ccccc2-c2ccccc2C1(O)Cc1ccccc1 (stereo not given),-1
O=C(Nc1ccc(Cl)c(Cl)c1)N1CCC(c2ccccc2)C1 (stereo not given),2
COC(=O)c1cnn2c(C(F)(F)F)cc(-c3cccs3)nc12,-5
O=C(O)c1ccccc1C(=O)NC1CCCCC1NC(=O)c1ccccc1C(=O)O (stereo not given),-2
COC(=O)c1c(C#CC(C)(C)O)cnn1C,6
CCc1cccc(NC(=O)CCC(=O)N2CCSc3ccccc32)c1,-8
COc1cc(C2C(C(=O)Nc3ccc(C)cc3C)C(C)=Nc3nc4ccccc4n32)cc(OC)c1OC (stereo not given),0
CCSc1oc(-c2ccc(F)cc2)nc1S(=O)(=O)c1ccc(C)cc1,-4
Cc1cc(C)c(NC(=O)c2cc3sc(Cl)cc3n2C)c(C)c1,-6
c1cncc(COC2CCN(c3nc4nonc4nc3N3CCCC3)CC2)c1,1
CCOc1cc(S(=O)(=O)n2cnc3ccccc32)ccc1F,-1
Cc1cc(C(=O)N/N=C/c2cc(Cl)cc(Br)c2O)n[nH]1,5
O=S(=O)(Nc1nc2ccccc2[nH]1)c1ccccc1,-4
CC1CCN(Cc2nnnn2CC(=O)N(C)CCCN2CCOCC2)CC1,4
CC(C)(C)OC(=O)N1CCC2(CC1)CC(N1CCC(N3CCCC3)CC1)CO2 (stereo not given),-2
O=C(NC(NC(=S)Nc1ccc2ccccc2c1)C(Cl)(Cl)Cl)c1ccco1 (stereo not given),17
CC(C)c1ccc(NC(=O)C(C(C)C)N2C(=O)c3ccccc3C2=O)cc1 (stereo not given),-12
Cc1cc(C)nc(SCC(=O)n2c3ccccc3c3ccccc32)n1,0
Cc1cc(C)c2c3c(c(=O)n(C)c2c1)C(=O)CC(=O)O3,-10
CCOC(=O)CSc1sc(C(=O)OCC)c(N)c1-c1ccc(Cl)cc1,-2
CCOC(=O)c1c(C)[nH]c(CCC(=O)Nc2ccccc2C(=O)OC)c1C,-3
Cc1ccc(OCC(=O)OCC(=O)c2cccc([N+](=O)[O-])c2)cc1C,-6
O=C(c1ccc(Cl)cc1)N1CCCC(CO)(Cc2ccc(F)cc2)C1 (stereo not given),-3
COc1ccc(C)cc1NC(=O)C(=S)NCc1ccccc1,-6
CCCCCCN1C(=O)/C(=C/c2ccc3c(c2)OCO3)N(C)C1=S,0
COc1cc([N+](=O)[O-])ccc1-c1ccc(CO)o1,-10
COc1ccc2c(c1)c(=O)ncn2-c1cccc(Cl)c1,1
CCN1CCN(C2(C(=O)NC3CCCC3)Cc3ccccc3C2)CC1,-3
Cc1ccc2c(c1)C1(c3ccco3)SSCC1CO2 (stereo not given),0
COc1ccc(C2=C(c3ccc(OC)cc3)C3(c4ccccc4)C(=O)C2(c2ccccc2)C2C(=O)N(c4ccccc4OC)C(=O)C23)cc1 (stereo not given),1
O=C(CSc1nc2ccccc2nc1Cc1ccccc1)Nc1ccc2c(c1)OCO2,-7
COC(=O)C1SCC(=NNS(=O)(=O)c2ccc(C)cc2)C1C(=O)OC (stereo not given),-5
COc1ccc2cc(S(=O)(=O)c3ccccc3F)c(=O)oc2c1,-16
CCc1cc(-c2n[nH]c(C)c2-c2ccccc2Cl)c(O)cc1OC,2
Cc1cc(NC(=O)C(C)Oc2ccccc2C)no1 (stereo not given),-8
COc1ccc2nc(N(Cc3cccnc3)C(=O)C3COc4ccccc4O3)sc2c1 (stereo not given),3
Cc1cc(SC(C)C(=O)N2CCCC2)nc2ccccc12 (stereo not given),-1
CCN1CCN(c2cc(C)c3cc(NC(=O)c4cc(Br)ccc4Cl)ccc3n2)CC1,4
O=C(COc1ccc(Br)cc1Br)Nc1nc(-c2ccc(F)cc2)cs1,8
Cc1ccc(S(=O)(=O)Nc2nc3cc(Cl)c(Cl)cc3[nH]2)cc1,-6
O=S(=O)(Cc1cccc(Cl)c1)NCC1CCCO1 (stereo not given),7
CCc1nn(CC(=O)N2CCN(c3ccc(OC)cc3)CC2)c(=O)c2cc3sccc3n12,2
O=C(NCc1ccccc1Cl)c1cc2c(s1)-c1ccccc1SC2,2
Cc1ccc(C)c(S(=O)(=O)NCC(c2ccc(N(C)C)cc2)N2CCOCC2)c1 (stereo not given),3
Cc1ccc(NC(=O)c2ccc(CNS(=O)(=O)c3cccc(C(F)(F)F)c3)cc2)cc1,5
c1ccc(-c2cc(SCCN3CCOCC3)ncn2)cc1,-5
CC(C)(C)N=C(Nc1ccccc1)C(=NC(C)(C)C)Nc1ccccc1,-13
CCc1cc(Br)cc(C(=O)O)c1,4
Clc1ccccc1-c1nnc(-c2ccccc2CNc2ccc(Br)cc2)o1,-2
COc1ccc(-c2c(C)c3ccc(O)c(CN4CCN(CCO)CC4)c3oc2=O)cc1OC,-3
CC(C)CCNC(=O)C1CCN(C(=O)c2cc3sccc3n2Cc2ccc(Cl)cc2)CC1,-3
CCc1cc(OC)c(OC)cc1C(CC)NC(=O)c1ccco1 (stereo not given),1
Oc1ccccc1CNc1ccc(Cl)cc1,-6
# More compounds follow.
SMILES,RBX1-CUL1 inh
Cc1cnc(SCCN2CCOCC2)nc1C1CCCN(C(=O)/C=C/c2ccc(F)cc2)C1 (stereo not given),-5
c1ccc2c(c1)CCN(C1CCCN(CCCn3cccn3)C1)C2 (stereo not given),5
Cc1cc(CNC(=O)CN(C)C)c2[nH]c(-c3ccccc3)c(C)c2c1,1
Cc1c(CC(=S)N2CCOCC2)c(=O)n(-c2ccccc2)n1C,-7
CCCCN(C)C(=O)c1nc2ccccn2c1CN1CCN(c2ccc(C(C)=O)cc2)CC1,2
CCc1ccc(NC(=O)Cn2c(=O)oc3cc(S(=O)(=O)NCc4ccccc4)ccc32)cc1,5
COc1ccccc1C(=O)Nc1ccc(C(=O)OCc2cc(=O)n3c4c(sc3n2)CCCC4)cc1,-9
Cc1cccc(C)c1NC(=O)CC(C(=O)O)N(C)C (stereo not given),-7
Cc1ccc(C)n1-c1nnc(N2CCCC(C(=O)NCc3ccc(F)cc3)C2)s1 (stereo not given),-10
O=C(c1nn2c(c1Cl)NC(c1cccs1)CC2C(F)(F)F)N1CCCCCC1 (stereo not given),-3
COc1cccc(CNc2ncnc3onc(-c4ccc(F)cc4)c23)c1,-2
CCOC(=O)c1c(NC(=O)COc2ccc(C)cc2Br)sc(C(C)=O)c1C,0
Cc1ccc(N2CC(C)Cn3c2nc2c3c(=O)n(CC(=O)O)c(=O)n2C)cc1 (stereo not given),-13
O=c1[nH]c(SCc2ccccc2)nc2c1CCCC2,6&6
COc1ccccc1C(=O)ON1C(=O)CCC1=O,8
c1ccc(-c2cc3c(ccc4[nH]onc43)n2)cc1,-6
COc1cccc(C(=O)Nc2ccc(-c3nc4ccc(C)cc4s3)cc2)c1,-5
Cc1ccc(-n2nnnc2-c2cnoc2-c2ccc(C(F)(F)F)cc2)cc1,-1
CCOC(=O)c1cnc2c(ccc3ccccc32)c1NCCOC(=O)c1ccncc1,7
Cc1ccc(-n2nc(C)c3c2OC(=N)C(C#N)C3c2cccc(F)c2)cc1 (stereo not given),2
Cc1c(C)n2c3c(=O)[nH]c(=O)n(C)c3nc2n1CCCN1CCCCC1,0
Cc1cc(C)n(-c2nc3ccccc3nc2Nc2cccc(C(F)(F)F)c2)n1,-2
Cc1ccc(S(=O)(=O)NCC(=O)NCCCOc2cccc(CN3CCCCC3)c2)cc1,1
CCOc1ccc(-c2csc(NC(=O)c3cccs3)c2C(=O)OC(C)C)cc1,-5
CNc1nccc(OC(C)(C)C)n1,4
CCCCN1C(=O)CCN(C(C)=O)c2ccccc21,13
Cc1cnc(C)c(-c2cccc(-c3ccn(CC(N)=O)n3)c2)n1,13
COC(=O)C(C)Sc1nc2c(cc1C#N)CCCC2 (stereo not given),0
O=C(NCCOc1cccc2ccccc12)C1CC1,10
Cc1ccc(-c2cc(C(=O)NCC3CCCO3)c3ccccc3n2)o1 (stereo not given),8
CCOc1ccc(C(F)(F)F)cc1NS(=O)(=O)c1cc(C(C)C)c(OC)cc1C,-1
COc1ccc(CC(=O)NNC(=O)c2ccc(NC(C)=O)cc2)cc1,-7
CCc1noc(C)c1C(=O)N1CCN(c2cnn(C)c(=O)c2)CC1,-1
O=C(NCC1CCCO1)C1CCN(C(=O)c2ccccc2F)CC1 (stereo not given),2
C=CCc1cccc(/C=N/NC(=O)C(C)Nc2ccc(C)cc2)c1O (stereo not given),0
COCCNC(=O)c1cccnc1C(=O)O,-6
CC(=O)C1C(=O)C(=O)N(CCN2CCOCC2)C1c1ccccc1F (stereo not given),1
CCc1cc(CNC(=O)Cn2cc(NC(=O)CCOc3ccccc3)cn2)on1,-4
CCNc1nc(N)nc(-c2cc(Cl)ccc2OC)n1,-16
Cc1ccc(CCC(=O)N2CCN(c3ccc(F)cc3)CC2)cc1,5
CC1(C)CC(=O)C2C(=Nc3ccc4ncccc4c3C2c2cn[nH]c2-c2ccc(F)cc2)C1 (stereo not given),14
CCOc1ccc(-c2cc(NC(=O)c3cccc(Cl)c3)c(C(=O)OC)s2)cc1,-6
C/C(=N\NC(=O)C1CC1c1ccccc1)c1ccc(NC(=O)c2ccc(Cl)s2)cc1 (stereo not given),8
CN(C)/C=C1\C(=O)N(c2c(Cl)cccc2Cl)c2cc(C=C(C#N)C#N)ccc21,34*
CCC1CN(C(=O)c2ccc(NCc3cnn(C)c3C)nc2)CCN1C(C)C (stereo not given),-8
Cc1nc(Cl)sc1C(=O)NC(C)c1ccc(Cl)cc1 (stereo not given),7
CCCCC1CCC(C(=O)N2CC(=O)Nc3ccc(F)cc3C2c2ccc(F)cc2)CC1 (stereo not given),-3
O=C(CSc1nnc(COc2ccc3c(c2)OCO3)n1-c1ccccc1)c1ccc(Cl)cc1,1
CCCc1cc(=O)[nH]c(Nc2ccccc2)n1,-11
Cc1cccc(CNC(=O)CCn2ccc3cc(S(=O)(=O)N4CCCC4)ccc32)c1,-3
COc1cccc(NC(=O)CNC(=O)Cn2c(C)cc3ccccc3c2=O)c1,2
O=C(Nc1ccc(F)cc1)c1cccnc1,-6
CN(C)Cc1ccccc1Cc1ccccc1,-4
CC(C)CNS(=O)(=O)Cc1c(F)cccc1Cl,-4
COc1cccc(NC(=O)c2c(C)nn(-c3cccc(C)c3)c2-n2cccc2)c1,-1
Cc1nn(C)c(C)c1CN(Cc1nc(-c2cccc(Cl)c2)oc1C)C1CC1,-10
O=C(Nc1ccc2nc(SCC(=O)N3CCOCC3)sc2c1)c1ccc(Br)cc1,-10
COC(=O)C1C(=N)Oc2c(oc(CO)cc2=O)C1c1ccc(F)cc1 (stereo not given),-7
N#CC1CCCC1=NC(=O)c1ccc(Br)cc1 (stereo not given),6
CCOc1ccc(CCNC(=O)CN2C(=O)c3cccnc3Oc3ccc(C)cc32)cc1OCC,0
# Next part.
SMILES,RBX1-CUL1 inh
O=C(N/N=C/C=C\c1c[nH]c2c1ccc1ccccc12)c1ccncc1,2
COc1cc(C2c3c(-c4ccccc4O)n[nH]c3C(=O)N2Cc2ccncc2)cc(OC)c1OC (stereo not given),0
COc1ccc(Cl)cc1N(C)C(=O)c1ccc2c(=O)n3c(nc2c1)CCCCC3,4
COc1ccc2oc(=Nc3ccc(Cl)cc3)c(C(N)=O)cc2c1,-3
C=CCC(=O)N1CCCC(CO)(Cc2ccc(F)cc2)C1 (stereo not given),8
COc1cccc(NC(=O)c2cccc(C)c2)c1,2

# A second format for part of the listing above:
SMILES	RBX1-CUL1 inh
CCOc1ccc(-c2cc(NC(=O)c3cccc(Cl)c3)c(C(=O)OC)s2)cc1	-6
C/C(=N\NC(=O)C1CC1c1ccccc1)c1ccc(NC(=O)c2ccc(Cl)s2)cc1 (stereo not given)	8
CN(C)/C=C1\C(=O)N(c2c(Cl)cccc2Cl)c2cc(C=C(C#N)C#N)ccc21	34*
CCC1CN(C(=O)c2ccc(NCc3cnn(C)c3C)nc2)CCN1C(C)C (stereo not given)	-8
Cc1nc(Cl)sc1C(=O)NC(C)c1ccc(Cl)cc1 (stereo not given)	7
CCCCC1CCC(C(=O)N2CC(=O)Nc3ccc(F)cc3C2c2ccc(F)cc2)CC1 (stereo not given)	-3
O=C(CSc1nnc(COc2ccc3c(c2)OCO3)n1-c1ccccc1)c1ccc(Cl)cc1	1
CCCc1cc(=O)[nH]c(Nc2ccccc2)n1	-11
Cc1cccc(CNC(=O)CCn2ccc3cc(S(=O)(=O)N4CCCC4)ccc32)c1	-3
COc1cccc(NC(=O)CNC(=O)Cn2c(C)cc3ccccc3c2=O)c1	2
O=C(Nc1ccc(F)cc1)c1cccnc1	-6
CN(C)Cc1ccccc1Cc1ccccc1	-4
CC(C)CNS(=O)(=O)Cc1c(F)cccc1Cl	-4
COc1cccc(NC(=O)c2c(C)nn(-c3cccc(C)c3)c2-n2cccc2)c1	-1
Cc1nn(C)c(C)c1CN(Cc1nc(-c2cccc(Cl)c2)oc1C)C1CC1	-10
O=C(Nc1ccc2nc(SCC(=O)N3CCOCC3)sc2c1)c1ccc(Br)cc1	-10
COC(=O)C1C(=N)Oc2c(oc(CO)cc2=O)C1c1ccc(F)cc1 (stereo not given)	-7
N#CC1CCCC1=NC(=O)c1ccc(Br)cc1 (stereo not given)	6
CCOc1ccc(CCNC(=O)CN2C(=O)c3cccnc3Oc3ccc(C)cc32)cc1OCC	0
O=C(N/N=C/C=C\c1c[nH]c2c1ccc1ccccc12)c1ccncc1	2
COc1cc(C2c3c(-c4ccccc4O)n[nH]c3C(=O)N2Cc2ccncc2)cc(OC)c1OC (stereo not given)	0
COc1ccc(Cl)cc1N(C)C(=O)c1ccc2c(=O)n3c(nc2c1)CCCCC3	4

# This is a subset; count on the stated rates, not on these rows.
